C8 TRAIL sens – sensitizes caspase-8 expressing cells to TRAIL | 360,000 tested, 1% active | inhibition (viability loss, TRAIL sensitization), % at 10 µM | NB7+C8 cells + TRAIL, ATPlite viability luminescence;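 active = compounds causing at least 50% loss of cell viability in the single-dose screen, relative to plate controls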
CF NFkB inh – inhibitors of cystic fibrosis induced NF-kB; KKLEB NF-kB-GFP reporter, PAF-induced, GFP fluorescence overnight; inhibition, % at 5 µM; 360,000 tested, 0.86% active; AID 588850;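 active = at least 50% inhibition at 5 µM, scaled per plate between neutral and stimulator controls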;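 note: PAF is a Pseudomonas aeruginosa culture filtrate used as stimulus; plate controls were PAF-stimulated DMSO wells for no effect and unstimulated DMSO wells for full effect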
NCOA2 inhibitor – human SRC2 (NCOA2) inhibition | HEK293 GAL4-SRC2 luciferase reporter, luminescence | inhibition, % at 9 µM | 370,000 tested, 0.17% active;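 active = inhibition above the mean inhibition of all tested compounds plus 3 SD, set per campaign, cut at about 52% in these data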;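 note: 0% = DMSO treated cells and 100% = cells given Gossypol at 36 µM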
COUP-TFII inh – blocks human COUP-TFII nuclear receptor; P24468; HEK293T NGFI-A luciferase reporter, luminescence; inhibition, % at 8.6 µM; 370,000 tested, 0.7% active; AID 686940;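 active = inhibition above a per-plate cutoff, mean inhibition of test wells between control levels plus 3 SD, cut at about 38% in these data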;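 note: cells cotransfected with COUP-TFII expression vector driving the NGFI-A reporter; 0% = median of COUP-TF2 test wells and 100% = reporter-only cells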
LRH-1 inv ag – inverse agonists of human LRH-1 (NR5A2). inhibition, % at 3.6 µM. 360,000 tested, 0.13% active. O00482. HEK293T StAR-luciferase reporter, LRH-1 transfected, 24 h;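 active = inhibition above the mean inhibition of all tested compounds plus 3 SD, cut at about 73% in these data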;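 note: 0% = DMSO wells and 100% = reporter-only cells lacking LRH-1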
TWEAK-Fn14 inh – inhibitors of TWEAK-Fn14 interaction signaling | TWEAK-stimulated Fn14 reporter cells, luciferase luminescence, 8 h | inhibition, % at 10 µM | 360,000 tested, 2% active; in the data active = inhibition above about 50%
NCOA3 inh – inhibitors of human steroid receptor coactivator 3 (SRC3) | Q9Y6Q9 | HEK293 GAL4-SRC3 luciferase reporter, luminescence | inhibition, % at 3.6 µM | 360,000 tested, 0.17% active | AID 588352;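 active = inhibition above a per-campaign cutoff, the mean of all compounds plus 3 SD, cut at about 60% in these data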;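 note: 0% = DMSO-treated cells and 100% = gossypol-treated cells at 36 µM; higher means less SRC3-driven luciferase light from the GAL4 reporter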
Target sequence (Q9Y6Q9 whole entry, looked up, the tested form may be a part): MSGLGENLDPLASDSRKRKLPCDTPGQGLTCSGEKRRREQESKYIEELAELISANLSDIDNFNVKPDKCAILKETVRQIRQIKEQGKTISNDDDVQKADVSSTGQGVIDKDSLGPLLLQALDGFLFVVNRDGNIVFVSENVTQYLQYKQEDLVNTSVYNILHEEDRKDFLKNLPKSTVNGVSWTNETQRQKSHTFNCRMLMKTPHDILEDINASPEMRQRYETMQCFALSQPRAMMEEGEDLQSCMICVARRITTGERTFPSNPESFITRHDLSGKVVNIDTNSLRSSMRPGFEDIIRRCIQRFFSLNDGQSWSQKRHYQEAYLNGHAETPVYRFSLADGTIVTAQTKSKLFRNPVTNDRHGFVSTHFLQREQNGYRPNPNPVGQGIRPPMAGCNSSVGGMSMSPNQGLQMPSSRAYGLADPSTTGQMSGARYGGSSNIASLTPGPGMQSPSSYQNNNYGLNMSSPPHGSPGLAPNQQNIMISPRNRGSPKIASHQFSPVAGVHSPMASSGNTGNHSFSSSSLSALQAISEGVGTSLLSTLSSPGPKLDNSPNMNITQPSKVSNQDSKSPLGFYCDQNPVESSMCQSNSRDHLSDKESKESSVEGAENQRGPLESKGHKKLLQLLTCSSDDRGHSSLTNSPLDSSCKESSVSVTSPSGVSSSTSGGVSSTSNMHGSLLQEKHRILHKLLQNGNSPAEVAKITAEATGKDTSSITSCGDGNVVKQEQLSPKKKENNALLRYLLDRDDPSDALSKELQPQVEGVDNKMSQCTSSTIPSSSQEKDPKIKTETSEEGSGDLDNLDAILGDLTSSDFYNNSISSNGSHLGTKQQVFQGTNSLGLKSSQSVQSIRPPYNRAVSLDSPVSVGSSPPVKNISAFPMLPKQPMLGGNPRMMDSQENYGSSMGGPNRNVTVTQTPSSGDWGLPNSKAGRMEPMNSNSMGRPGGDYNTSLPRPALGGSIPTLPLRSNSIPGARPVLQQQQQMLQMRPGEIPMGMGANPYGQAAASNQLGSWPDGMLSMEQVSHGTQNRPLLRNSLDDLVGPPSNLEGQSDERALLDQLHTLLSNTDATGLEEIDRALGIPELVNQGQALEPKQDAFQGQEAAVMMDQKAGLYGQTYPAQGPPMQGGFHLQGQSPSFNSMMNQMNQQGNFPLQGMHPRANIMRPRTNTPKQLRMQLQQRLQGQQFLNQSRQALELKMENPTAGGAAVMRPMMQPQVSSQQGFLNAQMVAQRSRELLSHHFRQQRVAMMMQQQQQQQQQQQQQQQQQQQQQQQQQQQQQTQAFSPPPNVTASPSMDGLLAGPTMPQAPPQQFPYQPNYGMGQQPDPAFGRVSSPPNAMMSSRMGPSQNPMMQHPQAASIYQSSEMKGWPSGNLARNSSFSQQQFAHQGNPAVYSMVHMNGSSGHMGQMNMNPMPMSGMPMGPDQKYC
LMP1 NFkB inh – Epstein-Barr LMP1 NF-kappaB reporter inhibition. LMP1-induced NF-kappaB luciferase reporter cells, luminescence. inhibition, % at 12.5 µM. 350,000 tested, 0.69% active. AID 504558; in the data active = inhibition above about 41%;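 note: 0% = neutral control wells and 100% = reference inhibitor control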
TROY NFkB inh – inhibitors of TROY-dependent NF-kB signaling | 360,000 tested, 0.98% active | inhibition, % at 10 µM | Q293 LMP1-TROYcd NF-kB luciferase reporter, 4 h;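 active = compounds whose plate-normalised and pattern-corrected inhibition of the luciferase reporter signal at the single screening dose is 50% or more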
SRC1 inh – human NCOA1 inhibition. Q15788. 360,000 tested, 0.12% active. HEK293 GAL4-SRC1 luciferase reporter, luminescence. inhibition, % at 3.6 µM;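 active = inhibition above the campaign mean plus 3 SD, with each screening campaign given its own cutoff, cut at about 60% in these data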;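 note: 0% = DMSO treated cells and 100% = gossypol at 36 µM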
KKLEB tox – CF airway cell cytotoxicity counter-screen | activity change (cytotoxicity), % at 5 µM | KKLEB CF airway cells viability, ATPlite luminescence, overnight; stronger effect = lower value; cells stimulated with P. aeruginosa culture filtrate | 360,000 tested, 0.36% active;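 active = corrected activity change at or below -50% at 5 µM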
* = called active by the depositor; nt = not tested or not shown.

SMILES	C8 TRAIL sens	CF NFkB inh	NCOA2 inhibitor	COUP-TFII inh	LRH-1 inv ag	TWEAK-Fn14 inh	NCOA3 inh	LMP1 NFkB inh	TROY NFkB inh	SRC1 inh	KKLEB tox
Cc1c(C(=O)NNC(=S)Nc2ccc(S(N)(=O)=O)cc2)oc2ccccc12	9	-42	-33	7	-2	-8	-3	1	-23	11	8
O=C(CSc1ccc(F)cc1)N1CCN(S(=O)(=O)c2ccccc2)CC1	1	10	-28	3	17	2	8	-3	-9	3	5
Cc1ccc(CNc2ccc(CNc3ncn[nH]3)cc2)cc1	1	-20	-1	11	20	7	-18	-14	-9	-18	15
Cc1scc(-c2n[nH]c(=S)n2Cc2ccccc2)c1C	-12	10	-21	-1	-9	-9	4	-10	-18	9	-19
CCn1cc(C(=O)OC(C)C(=O)Nc2c(C)n(C)n(-c3ccccc3)c2=O)c(=O)c2ccc(C)nc21 (stereo unspecified)	3	-12	-22	12	-4	6	-4	2	-6	-7	-10
CCn1c(COc2ccccc2C(N)=O)nc2ccccc21	14	1	6	7	16	-24	7	1	3	-30	4
COc1ccc(/C=N/NC(=O)CCC(=O)Nc2ccc(Br)cc2)c(OC)c1	10	-30	7	-1	5	-14	-18	-5	18	-26	13
CC1CN(Cc2ccccc2)c2ccccc2NC1=S (stereo unspecified)	1	-3	-5	-4	-20	16	10	-5	-20	-6	-4
C=C1CCN([C@H](C(=O)NCc2ccc(OC)cc2)C(C)C)S(=O)(=O)c2ccccc21	-18	-3	-16	-13	7	-12	-1	-1	-5	-14	-6
CS/C(N)=N/C(=S)Nc1cccc(Cl)c1	6	-2	-10	-8	-59	-21	-50	-15	-14	-33	12
CN(C)S(=O)(=O)Nc1ccc(Oc2ccccc2)cc1	-5	2	0	17	-8	-9	21	8	-3	-10	3
C/C(CC(=O)Nc1cccc2c1CCCC2)=N\NC(=O)c1ccccc1N	0	5	-26	-26	-60	1	-39	-5	-21	-83	-1
CCOC(=O)N1CCc2c(sc3c2c(=O)n(Cc2ccccc2)c(=O)n3Cc2ccccc2F)C1	-8	24	6	16	-14	21	5	-1	6	-1	-10
CCN1CC(=O)Nc2cc(S(=O)(=O)N3CCOCC3)ccc21	-10	-17	13	6	-4	-10	11	2	-3	1	17
Cc1nc(SCC(=O)OCc2ccccc2)c(C#N)c(-c2ccccc2)c1C(=O)Nc1ccccc1	1	-2	-34	5	-7	27	14	13	-8	-3	-2
Fc1ccccc1N1CCN(Cc2cccnc2)CC1	0	1	5	-1	-12	-6	17	-2	3	-2	4
N#CCC(=O)N/N=C/c1c2ccccc2cc2ccccc12	-3	-47	-24	14	-4	-34	5	-1	-35	-9	-13
Cc1ccc(CNC(=O)c2ccc(N3CCC4(CC3)CC(c3cccc(Br)c3)=NO4)c(NC(=O)c3ccc(Cl)c([N+](=O)[O-])c3)c2)cc1	-12	0	-14	9	-18	-16	6	8	-5	-3	0
CC1=C(CC(=O)c2ccccc2)C(=O)c2ccccc2C1=O	39	77*	-34	-21	28	54*	-22	-25	68*	-26	-38
Cn1ncc(Cl)c1C(=O)N1CCN(C23CC4CC(CC(C4)C2)C3)CC1	8	-10	-4	11	18	12	12	8	-4	-10	4
CCCCCOC(=O)Nc1nnc(CCC)s1	-8	-8	-13	-14	-19	-30	-2	-4	-37	-21	16
COc1ccc(CN2CCN(Cc3ccc(OC)c(OC)c3OC)CC2)cc1	1	4	16	21	19	-6	6	2	12	-9	-13
CCc1nnc(NC(=O)c2cc(-c3ccncc3)nc3ccccc23)s1	-16	1	2	11	13	36	13	-3	24	7	2
CCOc1ccc(S(=O)(=O)N2CCC(C(=O)NC3CCCCC3)CC2)cc1	-23	5	-34	-2	5	-2	8	-3	0	-46	-4
N/C(=N\c1nc2ccccc2o1)NC(=O)/C=C/c1ccccc1	9	-4	-12	23	8	55*	19	13	40	1	4

Looked up by structure from the entries so far (four):
SMILES	C8 TRAIL sens	CF NFkB inh	NCOA2 inhibitor	COUP-TFII inh	LRH-1 inv ag	TWEAK-Fn14 inh	NCOA3 inh	LMP1 NFkB inh	TROY NFkB inh	SRC1 inh	KKLEB tox
CS/C(N)=N/C(=S)Nc1cccc(Cl)c1	6	-2	-10	-8	-59	-21	-50	-15	-14	-33	12
C/C(CC(=O)Nc1cccc2c1CCCC2)=N\NC(=O)c1ccccc1N	0	5	-26	-26	-60	1	-39	-5	-21	-83	-1
CCOC(=O)N1CCc2c(sc3c2c(=O)n(Cc2ccccc2)c(=O)n3Cc2ccccc2F)C1	-8	24	6	16	-14	21	5	-1	6	-1	-10
Cn1ncc(Cl)c1C(=O)N1CCN(C23CC4CC(CC(C4)C2)C3)CC1	8	-10	-4	11	18	12	12	8	-4	-10	4

New compounds follow:
SMILES	C8 TRAIL sens	CF NFkB inh	NCOA2 inhibitor	COUP-TFII inh	LRH-1 inv ag	TWEAK-Fn14 inh	NCOA3 inh	LMP1 NFkB inh	TROY NFkB inh	SRC1 inh	KKLEB tox
CCOC(=O)[C@]12CCC=C1N(CCC1=CCCCC1)C(=O)[C@H](CC(=O)N1CCCCC1)C2	-13	nt	9	-18	-32	5	nt	nt	-2	nt	nt
Cc1ccc(/C=N/NC(=O)c2cccnc2)o1	-3	-18	-45	-1	5	-5	0	-4	-6	-15	-7
COc1ccc(/C=C2\SC(=S)N(CC(=O)Nc3nnc(C)s3)C2=O)cc1	6	-19	9	-8	5	-33	7	1	-43	-1	17
Cc1n[nH]c(=S)n1-c1ccccc1	-7	-9	1	-5	13	-10	20	-5	0	-10	2
CCOC(=O)C1(Cc2cccc(Cl)c2)CCCN(C(=O)CN2C(=O)CSC2=O)C1 (stereo unspecified)	1	-11	-21	-11	-48	-12	-1	-9	-44	-28	-2
COCCNC(=O)[C@@H]1CSC2c3ccccc3C(=O)N21 (stereo partly specified)	-2	-7	1	0	2	7	-27	11	-8	-2	16
O=C(Cn1ncn2nc(-c3ccccc3)cc2c1=O)NCc1ccccn1	8	4	-14	1	-20	-10	-28	5	-16	8	-13
COc1ccccc1CNC(=O)c1nn(-c2ccc(C)cc2)c(=O)c2c1c1ccccc1n2C	9	-4	0	6	8	-2	-12	19	3	0	-11
CCN(CC(=O)Nc1c(F)cccc1F)C(=O)c1cccnc1Sc1ccccc1	-14	-42	-14	-2	17	4	7	2	-19	4	6
OCCC1CN(Cc2ccc(Oc3ncccn3)cc2)CCN1Cc1ccc(F)c(F)c1 (stereo unspecified)	9	2	15	1	5	3	1	2	8	12	-19
COc1ccc(NC(=O)CN(C)C(=O)c2cccc(Oc3ccccc3)c2)cc1	10	0	13	18	-5	-12	0	-1	15	0	5
CC(C)(C)c1ccc(C(=O)NCCN2CCOCC2)cc1	-8	5	-22	4	-6	-2	8	-12	-7	-9	-3
CCCCCCCCOc1ccc(C2CC(=O)NC2=O)cc1 (stereo unspecified)	-8	2	-27	10	-13	7	-4	0	13	-10	-4
O=C(N/C(=C\c1cccc([N+](=O)[O-])c1)C(=O)N1CCCCC1)c1cccs1	-5	-12	4	15	-3	-20	12	-5	7	0	11
CC(=O)OCc1c(-c2ccccc2)c2cc([N+](=O)[O-])ccc2n1C	-24	-8	2	-10	-6	0	7	4	1	0	-3
CCOc1cc(CNCc2ccc3c(c2)OCO3)ccc1OC	-36	-7	-9	-12	-7	-1	13	14	5	1	-3
COC(=O)[C@@]1(Cc2ccccc2)[C@H]2C(=O)N(C)C(=O)[C@H]2[C@H]2CN(C)C(=NCc3ccccc3)N21	-16	0	-12	5	12	9	-19	3	4	5	9
CCN(CC)CCCNC(=O)CN1C(=O)CSc2ccc(S(=O)(=O)N3CCOCC3)cc21	-1	-7	4	-2	-3	2	17	-5	12	-9	6
CC1(c2ccc(OC(F)F)cc2)NC(=O)N(CC(=O)Nc2cccnc2Cl)C1=O (stereo unspecified)	13	11	-4	-16	-25	1	-11	9	0	7	2
COC(CNC(=O)c1cc(Sc2nnc(C)s2)nc2ccccc12)OC	11	4	-10	2	19	14	17	-2	7	-6	0
Cc1ccc2nc(-c3ccc(NC(=S)NCCC(C)C)cc3)sc2c1	9	-14	-59	-49	-143	41	-89	-5	15	-149	1
CCN1C(c2ccc(F)cc2)=CS/C1=C(\C#N)c1nnc2n1-c1ccccc1SC2	-9	-1	17	2	6	13	8	1	24	-3	7
NC(=O)C1(N2CCCCC2)CCN(C2CC(=O)NC2=O)CC1 (stereo unspecified)	-4	3	16	-9	7	12	16	3	-3	6	4
COc1ccccc1Nc1nc(N)nc(-c2cc3ccccc3o2)n1	10	-27	-54	-26	-25	15	-21	-39	-78	-40	3
COc1ccc(Cl)cc1NC(=O)CN1C(=O)CCS(=O)(=O)c2ccccc21	-3	10	-4	11	3	14	30	3	2	0	-7
The list continues:
SMILES	C8 TRAIL sens	CF NFkB inh	NCOA2 inhibitor	COUP-TFII inh	LRH-1 inv ag	TWEAK-Fn14 inh	NCOA3 inh	LMP1 NFkB inh	TROY NFkB inh	SRC1 inh	KKLEB tox
NCCCCCc1cn([C@@H](CCC(=O)O)C(=O)NCCCCCCCCCCC(=O)N2CCNCC2)nn1	0	18	-18	8	-18	-12	8	1	-19	-16	-15
CC1CCN(Cc2nc(Cl)c3c4c(sc3n2)CCC4)CC1	-9	-21	-25	-2	-16	5	8	-9	0	-2	2
CCCCOC(=O)c1ccc(NC(=O)c2nn(C)cc2Br)cc1	21	-16	-32	-15	-18	-2	-1	-21	-42	-42	6
CNc1nc2c(Cl)cc(Cl)cc2s1	-1	6	-15	9	-7	-10	3	4	-13	5	-10
Cc1cc(C(=O)OCC(=O)NC2CCCCC2)c(C)o1	-8	-4	-52	-15	-7	-8	11	0	6	-15	4
COCCOC1CCN(C(=O)C2CCC(=O)N(Cc3cccc(F)c3)C2)CC1 (stereo unspecified)	-11	-1	8	4	15	3	18	2	-33	-4	16
COc1cccc(CN(C)C(=O)C2CCC(=O)N(Cc3cccc(F)c3)C2)c1 (stereo unspecified)	12	-24	-41	7	-11	5	14	-1	-8	-11	6
CC(C)NC(=O)CSc1nnc(-c2ccc(F)cc2)c2ccccc12	-17	18	2	-11	20	14	15	8	18	6	-9
Cc1cn(CCOc2ccc(Cl)cc2)c(=O)[nH]c1=O	7	-19	-36	3	14	5	9	5	-19	-8	3
Cc1cccc(NC(=O)c2cccc(NS(=O)(=O)c3ccc(Cl)cc3)c2)c1	14	-8	nt	nt	9	-1	6	-5	40	-7	6
COc1cc(OC)c(-c2nc3cnccc3n2C)cc1OC	-8	21	7	1	-1	-23	3	-1	0	-11	-11
CC(NC(=O)C(c1ccccc1)c1ccccc1)C(=O)O (stereo unspecified)	-7	13	-1	9	-10	7	-8	-10	16	5	4
COc1ccccc1CNC(=O)CSc1ccc(Br)cc1	1	11	4	6	-27	-1	2	-9	-30	8	-8
COc1ccc(COC(=O)C2CCN(S(=O)(=O)c3ccc(F)cc3)CC2)cc1	-30	11	15	4	2	-14	5	-10	-6	13	-14
CCN1C(=S)N[C@@H](c2cccs2)C(C(=O)OC)=C1C	-9	7	-19	3	6	4	-13	1	-5	-10	-12
OC(CNCc1ccco1)Cn1c2ccccc2c2ccccc21 (stereo unspecified)	-9	8	-1	-11	-19	11	-4	-8	-17	3	-17
Cc1ncc(COCc2ccccc2)c(CO)c1OCc1ccccc1	-4	-8	-4	-7	-54	-3	-28	-1	-17	-9	7
Cc1ccc(S(=O)(=O)Nc2nc3ccccc3nc2NCC2CCCO2)cc1 (stereo unspecified)	-15	6	-2	2	2	9	3	0	22	-7	2
